CHRM4 antagonist – human M4 muscarinic receptor antagonists, primary screen, CHO cells, Fluo-8 calcium fluorescence; Muscarinic acetylcholine receptor M4 (Homo sapiens), P08173; CHO-hM4 cells, ACh EC80; inhibition, % at 3 µM; 360,000 compounds, 0.73% hits;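 active means inhibition above its plate's cutoff, the mean inhibition of sample wells plus 3 SD, cut at about 27% in these data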;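 further: 0% = acetylcholine EC80 with DMSO and 100% = DMSO without agonist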
Target sequence (P08173 whole entry, looked up): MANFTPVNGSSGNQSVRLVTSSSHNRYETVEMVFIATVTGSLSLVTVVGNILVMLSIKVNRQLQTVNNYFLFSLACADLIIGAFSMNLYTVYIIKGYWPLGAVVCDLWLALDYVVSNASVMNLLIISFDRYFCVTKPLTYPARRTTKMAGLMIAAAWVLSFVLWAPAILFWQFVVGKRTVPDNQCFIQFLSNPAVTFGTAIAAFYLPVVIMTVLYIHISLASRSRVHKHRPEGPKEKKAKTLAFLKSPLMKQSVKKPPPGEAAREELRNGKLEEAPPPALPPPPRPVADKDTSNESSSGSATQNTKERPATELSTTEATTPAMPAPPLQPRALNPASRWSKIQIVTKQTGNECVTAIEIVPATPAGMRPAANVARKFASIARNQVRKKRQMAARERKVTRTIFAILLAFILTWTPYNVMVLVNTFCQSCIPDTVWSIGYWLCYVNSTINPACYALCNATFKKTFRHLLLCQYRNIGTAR
M5 antag – human M5 muscarinic receptor antagonists, primary screen, CHO cells, Fluo-8 calcium fluorescence | CHO-hM5 cells, ACh EC80 | inhibition, % at 3 µM | 360,000 compounds, 0.59% hits;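 active means inhibition above a per-plate cutoff, the mean of that plate's test compounds plus 3 SD, cut at about 27% in these data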;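 further: 0% = acetylcholine EC80 with DMSO and 100% = DMSO without agonist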
CHRM5 agonist – human M5 muscarinic receptor agonists, primary screen, CHO-K1 cells, Fluo-8 calcium fluorescence; activation, % at 3 µM; 360,000 compounds, 0.19% hits; CHO-K1 hM5 cells; 0% DMSO wells, 100% maximal acetylcholine response;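 active means activation above the run's mean over test compounds plus 3 SD, cut at about 23% in these data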;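 further: signal is peak over basal fluorescence ratio across the kinetic read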
M1 antag – human M1 muscarinic receptor antagonists, primary screen, CHO-K1 cells, Fluo-8 calcium fluorescence, 1536-well | Muscarinic acetylcholine receptor M1 (Homo sapiens), P11229 | CHO-K1 hM1, ACh EC80 antagonist | inhibition, % at 3 µM | 360,000 compounds, 1.3% hits | AID 588852, 2011;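 active means percent inhibition above its own plate's cutoff, namely the mean of that plate's compound wells plus 3 SD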;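 further: peak over basal fluorescence ratio during 140 s after agonist addition; 0% = ACh EC80 plus DMSO and 100% = DMSO alone without agonist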
Target sequence (P11229 whole entry, looked up): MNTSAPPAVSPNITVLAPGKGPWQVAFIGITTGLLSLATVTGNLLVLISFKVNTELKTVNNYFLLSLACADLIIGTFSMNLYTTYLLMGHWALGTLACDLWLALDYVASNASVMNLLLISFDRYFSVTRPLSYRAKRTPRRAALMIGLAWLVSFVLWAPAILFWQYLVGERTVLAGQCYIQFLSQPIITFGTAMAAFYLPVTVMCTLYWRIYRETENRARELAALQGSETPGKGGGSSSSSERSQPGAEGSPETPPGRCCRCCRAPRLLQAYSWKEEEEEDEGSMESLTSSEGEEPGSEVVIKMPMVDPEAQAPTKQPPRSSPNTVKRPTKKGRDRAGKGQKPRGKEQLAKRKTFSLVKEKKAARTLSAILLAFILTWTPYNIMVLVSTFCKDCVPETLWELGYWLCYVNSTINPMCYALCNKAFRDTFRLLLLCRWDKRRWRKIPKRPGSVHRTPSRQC
M1 ag – human M1 muscarinic receptor agonists, primary screen, Fluo-8 calcium fluorescence, CHO-K1 cells, HTS; Muscarinic acetylcholine receptor M1 (Homo sapiens), P11229; CHO-K1 hM1, agonist mode; 0% DMSO, 100% acetylcholine EC100; activation, % at 3 µM; 360,000 compounds, 0.33% hits; AID 588814, 2011;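 active means activation above the run's mean compound activation plus 3 SD, cut at about 16% in these data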;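 further: peak over basal fluorescence ratio within a 140 s kinetic read after compound addition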
M1 PAM – human M1 muscarinic receptor positive allosteric modulators, primary screen, CHO-K1 cells, Fluo-8 calcium fluorescence, 1536-well | Muscarinic acetylcholine receptor M1 (Homo sapiens), P11229 | CHO-K1 hM1, ACh EC20; 0% = ACh EC20, 100% = maximal ACh | activation, % at 3 µM | 360,000 compounds, 0.088% hits | AID 588819, 2011; in the data active means activation above about 19%, passing the limit was not always enough
TAAR1 agonist – human TAAR1 agonists, primary screen, Fluo-8 calcium fluorescence, CHO RD-HGA16 cells | vehicle wells 0%, saturating PEA agonist 100% | activation, % at 3 µM | 360,000 compounds, 0.99% hits | AID 624467, 2012;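 active means activation above the mean activation of all test compounds in the run plus 3 SD, cut at about 38% in these data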
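Benchmarks: low control DMSO, high control PEA (EC100); System: CHO RD-HGA16 cells carrying human TAAR1 plus Gα16; Detection: Fluo-8 fluorescence, 5 s baseline then 140 s kinetic read; Schedule: 17-24 h plating, Fluo-8 75 min 37 °C, 30 min RT; Read-out basis: % activation from peak over basal fluorescence ratio, DMSO-to-PEA scaled.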
M5 PAM – human M5 muscarinic receptor positive allosteric modulators, primary screen, CHO-K1 cells, Fluo-8 calcium fluorescence; Muscarinic acetylcholine receptor M5 (Homo sapiens), P08912; CHO-K1 hM5, ACh EC20 PAM; 0% = ACh EC20, 100% = ACh EC100; activation, % at 3 µM; 360,000 compounds, 0.3% hits;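 active means activation above the run cutoff, the mean activation of all test compounds plus 3 SD, cut at about 18% in these data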
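Probe or stimulus: acetylcholine, EC20 level; Assay system: human M5 receptor in CHO-K1 cells; Schedule: compound preincubation 140 s before EC20 acetylcholine addition; Technique: intracellular calcium via Fluo-8 fluorescence; Dosing: single-point, 3 µM nominal; Read-out basis: percent activation from peak-over-basal fluorescence ratio, scaled EC20-to-EC100 acetylcholine; Repeats: one well per compound, no replicates.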
CHRM4 agonist – human M4 muscarinic receptor agonists, primary screen, CHO-K1 cells, Fluo-8 calcium fluorescence. Muscarinic acetylcholine receptor M4 (Homo sapiens), P08173. CHO-K1 hM4/Gqi5; vehicle 0%, full acetylcholine response 100%. activation, % at 3 µM. 360,000 compounds, 0.14% hits. AID 624127, 2012;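 active means activation above the run mean over all test wells plus 3 SD, cut at about 32% in these data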;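 further: peak over basal fluorescence ratio per well then scaled between controls; 0% = DMSO wells and 100% = acetylcholine at EC100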
Numbers without * were called inactive; x = no result given. Some of the compounds tested; rates above refer to the full screens.

SMILES | CHRM4 antagonist | M5 antag | CHRM5 agonist | M1 antag | M1 ag | M1 PAM | TAAR1 agonist | M5 PAM | CHRM4 agonist
CN1CCCC(OC(=O)c2ccccc2Br)C1 (stereo not drawn) | -2 | 5 | -24 | 13 | -10 | -11 | 6 | -12 | 1
CCN1C(=O)[C@H]2[C@@H](c3ccccc3)N[C@]3(CCCN(Cc4ccccc4)C3=O)[C@H]2C1=O | -3 | 3 | 2 | -13 | -3 | 12 | 2 | 4 | 1
CCOc1ccccc1Nc1nc2ccccc2n1C(C)C | 9 | 13 | -6 | -2 | -14 | -7 | 4 | -11 | -1
CC/C(C)=C1/NC(=O)NC1=O | 8 | -2 | 1 | -26 | 2 | 12 | 1 | 0 | 1
N=Nc1c(O)n(CC(=O)Nc2ccccc2)c2ccccc12 | -5 | -7 | -5 | -16 | -1 | 10 | 8 | -4 | 1
CCCC(CNC(=O)COC(=O)C1=NNC(=O)CC1)c1ccc(Cl)cc1Cl (stereo not drawn) | -3 | 4 | 0 | -6 | -4 | 5 | 1 | 9 | 2
O=c1ccc(S(=O)(=O)N2CCCC2)cn1Cc1nc(-c2ccc(F)cc2)no1 | 4 | 10 | 1 | 5 | 0 | -7 | 12 | -16 | 20
O=C(c1ccc(Br)s1)N1CCN(C/C=C/c2ccccc2)CC1 | 3 | 1 | -5 | -2 | -13 | -13 | 3 | -9 | 3
Cc1cccn2c(=O)c(/C=C(\C#N)S(=O)(=O)c3ccccc3)c(N3CCN(Cc4ccccc4)CC3)nc12 | 0 | -4 | -3 | -1 | -2 | 1 | 2 | -3 | 2
O=C(O)c1ccc2c(=O)n3c(nc2c1)/C(=C/c1cccc(O)c1)CC3 | 8 | 7 | -2 | -2 | -6 | 6 | -1 | -3 | 0
COc1ccc(OCc2cc(-c3ccc(Cl)cc3)no2)cc1 | -5 | -9 | -3 | -7 | -7 | 13 | 4 | -3 | 1
COc1ccc(C2(CNC(=O)c3cc([N+](=O)[O-])cc([N+](=O)[O-])c3)CCCC2)cc1OC | -6 | 9 | -4 | -7 | -10 | 2 | 5 | -3 | 3
Cc1ncc([N+](=O)[O-])n1S(=O)(=O)c1cc(Cl)ccc1Cl | -2 | 8 | 0 | -10 | 0 | 6 | -1 | 0 | 0
CN(C)CCn1c(=O)n(-c2ccc(F)cc2)c(=O)c2c3c(sc21)CCCCC3 | 6 | 5 | 2 | -15 | -5 | 5 | 2 | 4 | 1
CCc1ccc2c(Cl)c(C(=O)N/N=C/c3c[nH]c4ccccc34)sc2c1 | 5 | 3 | -2 | -22 | -2 | 3 | 14 | -3 | 2
Cc1cnccc1CN(C)C(=O)CC1C(=O)NCCN1CC1CCCCC1 (stereo not drawn) | -10 | 0 | -4 | -3 | -6 | 4 | 2 | 2 | 0
CCCc1ccc(NC(C)C(=O)Nc2ccc(S(=O)(=O)N3CCOCC3)cc2)cc1 (stereo not drawn) | 7 | 11 | 6 | -4 | 2 | 6 | 22 | 1 | 6
CC([NH2+][O-])C(C)(C)NO (stereo not drawn) | -13 | -7 | -2 | -18 | -3 | 4 | 20 | 0 | 0
COc1ccc(S(=O)(=O)N2CCc3cc4c(cc3C2C)OCCCO4)cc1 (stereo not drawn) | 4 | 20 | 0 | 19 | 0 | -11 | 0 | -15 | 21
Cc1ccc(S(=O)(=O)N(C)C)cc1NC(=S)NCCCn1ccnc1 | 5 | 5 | -3 | 0 | -14 | 11 | 3 | 7 | 0
O=C(NCC1CCCO1)C1C2C=CC3(CN(Cc4cccs4)C(=O)C13)O2 (stereo not drawn) | 6 | 3 | -1 | -1 | -4 | 3 | 2 | 1 | 1
COCCNC(=S)N(Cc1cccnc1)Cc1ccc(OC)c(OC)c1 | -5 | 3 | 1 | -6 | -1 | 11 | 2 | -1 | 0
O=C(c1ccccc1)c1ccc(COC(=O)c2cnccn2)cc1 | -2 | -1 | 10 | -6 | -4 | 7 | 1 | 7 | 4
Cc1cc(=O)oc2c3c(cc(OCC(=O)NCC(=O)O)c12)OC(C)(C)CC3 | 3 | 16 | -3 | -6 | -3 | 11 | 4 | -4 | 1
O=C(CSc1nnnn1C1CCCCC1)NCc1ccccc1 | -2 | -3 | 3 | -8 | 0 | 7 | 7 | -2 | 1
COc1cc(/C=C/C(=O)Nc2ccc(OC)c(S(=O)(=O)N3CCOCC3)c2)ccc1OCC#N | -8 | 3 | 1 | -9 | 4 | 4 | 4 | -7 | 7
CN(C)/C=c1\sc2c(C#N)cc(C(=O)c3ccc(Br)cc3)n2c1=O | 2 | -5 | -3 | -1 | -7 | -1 | 8 | -8 | 0
COc1ccccc1N(C(=O)c1snc(C(N)=O)c1N)C(C(=O)NC1CCCC1)c1ccco1 (stereo not drawn) | -6 | 10 | -4 | 19 | -6 | -7 | 6 | -10 | -2
CCCC(=O)Nc1ccc(S(=O)(=O)N2CCCC2)cc1 | -3 | 16 | 1 | -9 | -7 | 11 | -3 | 0 | 3
CC(C)CC(=O)N/C(N)=N/c1nc2ccccc2o1 | 2 | 10 | -3 | -7 | -2 | 5 | 6 | -1 | 3
COC(=O)[C@@]1(C)[C@H]2C(=O)N(C)C(=O)[C@H]2[C@H]2CN=C(SCc3ccc(C#N)cc3)N21 | 1 | -2 | -1 | -5 | -2 | 1 | 2 | 4 | -1
CCCCn1c(SCC(=O)Nc2ccc(NC(C)=O)cc2)nc2ccccc2c1=O | 5 | 5 | 5 | -14 | -3 | 11 | 1 | -2 | 0
CCNC(=O)C1(C)CCCN1C(=O)c1cc(OC)c(OC)c(OC)c1 (stereo not drawn) | 2 | 7 | 0 | -1 | -4 | 1 | 1 | -4 | 0
CC(=O)c1cn(CC(=O)NCc2ccco2)c2ccccc12 | 13 | 2 | 4 | -3 | -1 | 2 | 6 | -5 | 3
O=c1[nH]c(=O)c2nnc(N/N=C\c3ccc(O)cc3)nc2[nH]1 | 0 | -9 | -2 | -2 | -5 | 8 | 9 | 4 | 1
CCC(=O)c1ccc(OCC(=O)OCC(=O)NC2CCCCCC2)cc1 | 9 | 0 | 3 | -8 | -2 | 3 | 1 | -2 | 2
CCOC(=O)c1oc2ccc(CNC(C)(C)C)c(Cl)c2c1C | 12 | 8 | -3 | 22 | -11 | -20 | 6 | -5 | 1
COC(=O)c1cccc(CSc2nnc(C)s2)c1 | -12 | -11 | -7 | 0 | -4 | 2 | 5 | 4 | 0
COc1ccc(C=C2C=C(C(C)(C)C)C(=O)C(C(C)(C)C)=C2)cc1OC | -13 | -2 | 9 | -16 | -3 | 2 | -1 | 2 | -2
CC1C/C(=C\c2ccccc2[N+](=O)[O-])c2nc3ccccc3c(C(=O)O)c2C1 (stereo not drawn) | 2 | 12 | -2 | -3 | -5 | 7 | 0 | 3 | 0
Cc1cccc(C)c1NC(=O)COC(=O)c1cc[n+]([O-])cc1 | -19 | 8 | 0 | -7 | -2 | 5 | 2 | 4 | 1
O=C(Nc1nc(-c2ccccc2)cs1)c1cccc([N+](=O)[O-])c1 | 1 | -1 | -1 | -5 | -3 | -9 | 20 | -6 | 8
CCCCn1nnc(NC(=O)c2ccc(-c3ccccc3)cc2)n1 | -14 | 0 | -1 | -2 | -2 | 2 | 5 | -11 | 7
CCOc1ccc(S(=O)(=O)Nc2cccnc2)cc1 | 4 | 4 | -9 | -18 | -3 | -1 | 11 | 4 | 3
Cc1ccc(C)c(NC(=S)NNC(=O)c2csc3c2CCCC3)c1 | 3 | -12 | 0 | -10 | -3 | 9 | 8 | 1 | 1
COc1ccc(-c2oc3cccnc3c2C#CCO)cc1 | -12 | 5 | 5 | 3 | -4 | 7 | x | 6 | 2
CCSc1nnc(-c2cc(Br)ccc2N)c(=O)[nH]1 | 3 | 7 | -3 | 4 | -7 | 3 | 5 | -6 | -1
c1ccc(-c2csc(Nc3cccnc3)n2)cc1 | -9 | -1 | -8 | -3 | -4 | 6 | -2 | 3 | 1
OCC(O)C1OC(Oc2ccccc2)C(O)C(O)C1O (stereo not drawn) | -4 | -7 | 8 | 0 | -2 | 1 | 0 | 5 | 0
Cc1nc2ccccc2nc1CSc1nncs1 | -3 | -7 | 0 | -3 | -2 | 8 | 6 | 1 | 2
Cc1ccccc1NC(=O)Nc1cc(-c2ccccc2)nn1C | 6 | 0 | -1 | -22 | -1 | 10 | 2 | 11 | 1
Cc1ccccc1C(=O)NNC(=O)C12CC3CC(CC(C3)C1)C2 | 1 | 6 | -4 | 9 | -5 | -5 | 5 | -4 | 1
CCN(CC(=O)NC(=O)NC1CCCCC1)Cc1nc2ccccc2c(=O)[nH]1 | 6 | 0 | 2 | -4 | -2 | 4 | 3 | -5 | 3
Cn1ccnc1SCC(=O)Nc1nc2ccccc2s1 | 0 | -2 | -1 | -12 | -1 | 9 | 1 | 3 | 2
CC(C)(C)c1ccc(C(=O)NNC(=O)c2ccccc2Br)cc1 | -4 | 1 | -2 | 7 | -4 | -5 | 11 | -10 | 0

Compound profiles (already shown). Order of screens: CHRM4 antagonist, M5 antag, CHRM5 agonist, M1 antag, M1 ag, M1 PAM, TAAR1 agonist, M5 PAM, CHRM4 agonist
Cn1ccnc1SCC(=O)Nc1nc2ccccc2s1 in the list: 0, -2, -1, -12, -1, 9, 1, 3, 2
Cc1ccccc1C(=O)NNC(=O)C12CC3CC(CC(C3)C1)C2 in the list: 1, 6, -4, 9, -5, -5, 5, -4, 1
O=C(Nc1nc(-c2ccccc2)cs1)c1cccc([N+](=O)[O-])c1 in the list: 1, -1, -1, -5, -3, -9, 20, -6, 8
CC(C)(C)c1ccc(C(=O)NNC(=O)c2ccccc2Br)cc1 in the list: -4, 1, -2, 7, -4, -5, 11, -10, 0
Cc1ccccc1NC(=O)Nc1cc(-c2ccccc2)nn1C in the list: 6, 0, -1, -22, -1, 10, 2, 11, 1

Screening data (PubChem BioAssay)
